Assay outcomes from PubChem.
Peg3 prom inh = Peg3 promoter-driven luciferase inhibitors, primary screen, cell-based, HeLa, luciferase luminescence. HeLa PEG-Prom luciferase reporter, overnight. inhibition, % at 20 µM. hit rate 1.7% among 360,000. AID 588405, 2011;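 active means inhibition of at least 50% at 20 µM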
TRPM1 prom inh = inhibitors of MITF-dependent TRPM1 promoter reporter, primary screen, cell-based, SK-MEL-5, single point, luciferase; SK-MEL-5 TRPM1 promoter luciferase, 24 h; hit rate 0.83% among 330,000; inhibition, % at 12.5 µM;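 active means mean inhibition across replicates of 60% or more, whatever share of single replicates reaches that level; inconclusive means some that reach 60%, reason not given; inactive means mean inhibition across replicates below 60%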; further: values of inactives mirror those of a sister screen read the other way
H9c2 protect = cardioprotection against H2O2-induced cell death, primary screen, uHTS, H9c2 cells, ATPLite luminescence. H9c2 cardiomyocytes, H2O2 injury protection, 2 h. protection from H2O2 cell death, % at 20 µM. hit rate 0.63% among 360,000;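 active means compounds giving at least 50% protection of heart cells from peroxide-induced death in the single-dose screen, raw or plate-pattern-corrected value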;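 further: 0% = DMSO wells with peroxide and 100% = DMSO wells without peroxide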
Shn3 inh set2 = reduction of Shn3 3'UTR firefly luciferase signal, primary screen, Schnurri-3 inhibitor project, cell-based, Clone20 osteoblasts, set 2 | Clone20 osteoblast Shn3 3'UTR firefly luciferase, 24 h | inhibition, % at 12.5 µM | hit rate 0.52% among 360,000;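 active means mean inhibition of at least 75% with every replicate also reaching 75%; inconclusive means mean inhibition at least 75% but some replicate below; inactive means mean inhibition below 75%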;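 further: 0% = median of neutral control wells and 100% = pilot-screen positive control compound; some compounds past the cut are filed as inactive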
HIF-2a block = HIF-2a reporter inhibitors, primary screen, luminescence, 786-0 RCC cells | 786-0 RCC cells HIF-2a reporter, luciferase luminescence, overnight | inhibition, % at 18.8 µM | hit rate 0.72% among 360,000 | AID 624352, 2012;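 active means inhibition of the luminescence signal of 40% or more relative to plate controls, in a single-dose primary screen at 18.75 µM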
NR2E3 ag-1 = NR2E3 agonists in two-hybrid cells, primary screen, cell-based, luminescence, CHO-S, Gal4-NCOR/VP16-NR2E3; Photoreceptor-specific nuclear receptor (Homo sapiens), Q9Y5X4; AID 602229, 2012; inhibition of corepressor binding, % at 3.98 µM; luciferase; hit rate 0.35% among 360,000;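 active means inhibition above the mean of all tested compounds plus 3 SD, cut at about 70% in these data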;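 further: 0% = DMSO with NR2E3 transfected cells and 100% = cells lacking NR2E3 construct; higher means lower luciferase signal from less NR2E3 corepressor binding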
Target sequence (Q9Y5X4 whole entry, looked up, the tested form may be a part): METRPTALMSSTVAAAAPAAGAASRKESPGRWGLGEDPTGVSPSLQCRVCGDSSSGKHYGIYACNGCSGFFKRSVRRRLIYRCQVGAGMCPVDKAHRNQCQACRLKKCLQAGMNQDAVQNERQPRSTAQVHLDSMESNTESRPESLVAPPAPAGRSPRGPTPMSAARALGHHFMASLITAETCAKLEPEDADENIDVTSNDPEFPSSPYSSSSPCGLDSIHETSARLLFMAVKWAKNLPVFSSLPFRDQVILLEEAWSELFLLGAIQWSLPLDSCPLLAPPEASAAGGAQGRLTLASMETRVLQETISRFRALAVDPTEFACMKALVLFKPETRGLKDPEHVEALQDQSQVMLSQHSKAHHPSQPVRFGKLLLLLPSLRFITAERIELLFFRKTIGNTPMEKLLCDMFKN
NR2E3 ag-2 = inhibitors of NR2E3-RetCOR corepressor binding, primary screen, NR2E3 agonist project, biochemical, TR-FRET, GST-NR2E3, biotin-RetCOR; Photoreceptor-specific nuclear receptor (Homo sapiens), Q9Y5X4; inhibition of corepressor binding, % at 4.78 µM; AID 2300, 2010; 1536-well; hit rate 0.12% among 320,000;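 active means percent inhibition above the cutoff of mean plus 3 SD of all tested compounds, set per screening campaign, cut at about 20% in these data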;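 further: 0% = DMSO wells and 100% = biotin wells as full block of FRET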
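Assay system: NR2E3–RetCOR corepressor complex. Quantity: 1.35 nM GST-NR2E3. Buffer or medium: pH 7.5 Tris-based buffer. Reagent: biotinylated RetCOR corepressor at 7 nM final. Schedule: 5 h at 4 °C. Detection: TR-FRET, emission read at 617 and 671 nm. Replicates: one well per compound, singlicate testing.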
m5-HT2A agonist = mouse Htr2a agonists via beta-arrestin recruitment, primary screen, cell-based, luminescence. 5-hydroxytryptamine receptor 2A (Mus musculus), P35363. CHO-K1 mHTR2A beta-arrestin complementation; percent of 30 µM serotonin response. activation, % at 7.6 µM. hit rate 0.66% among 360,000;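 active means activation above a run cutoff, the mean activation of all tested compounds plus 3 SD, cut at about 14% in these data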;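 further: 0% = plate median of compound wells and 100% = 30 µM serotonin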
PDI inh = inhibitors of human PDI, primary screen, biochemical, turbidity, single point, plate reader. PDI insulin aggregation turbidity, A650, 90 min. inhibition, % at 10 µM. hit rate 0.052% among 350,000;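 active means mean inhibition across replicates of 30% or more, whatever share of single replicates reach that level; inconclusive means mean inhibition below 30% while every single replicate reaches 30%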;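 further: absorbance from insulin aggregation driven by PDI reduction with DTT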
Target sequence (P07237 whole entry, looked up): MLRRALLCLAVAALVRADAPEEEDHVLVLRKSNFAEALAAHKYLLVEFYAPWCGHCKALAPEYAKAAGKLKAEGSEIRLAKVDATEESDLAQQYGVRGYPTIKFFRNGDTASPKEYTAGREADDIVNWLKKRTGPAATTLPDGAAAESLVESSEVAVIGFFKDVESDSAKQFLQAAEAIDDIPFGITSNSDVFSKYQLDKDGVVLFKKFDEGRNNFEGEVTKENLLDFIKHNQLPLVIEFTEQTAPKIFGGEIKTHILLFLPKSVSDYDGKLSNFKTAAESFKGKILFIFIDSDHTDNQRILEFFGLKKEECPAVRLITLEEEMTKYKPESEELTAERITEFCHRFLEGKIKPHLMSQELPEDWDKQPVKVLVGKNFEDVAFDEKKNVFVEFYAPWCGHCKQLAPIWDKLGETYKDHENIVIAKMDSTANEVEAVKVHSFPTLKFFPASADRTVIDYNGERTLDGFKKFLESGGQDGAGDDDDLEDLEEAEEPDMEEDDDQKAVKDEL
CaV13 FRET inh = Primary screen for inhibitors of IQ motif and Ca2+-dependent inactivation inhibitor domain binding in CACNA1D, Förster resonance energy transfer in living cells, …; HEK cells, CFP/YFP FRET ICDI-IQ, plate reader, 10 min; percent FRET-ratio fall versus neutral wells; inhibition, % at 12.3 µM; hit rate 0.098% among 340,000;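 active means mean replicate inhibition of at least 30% and at least 1% of replicates passing that level; inconclusive means only one of the two criteria is met; inactive means neither criterion is met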;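 further: 0% = median of the neutral control wells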
hiPSC survival = enhancers of single-cell hiPSC survival, primary screen, ATPlite luminescence; 100% = ROCK inhibitor wells, 0% = DMSO; survival enhancement, % at 20 µM; AID 602274, 2012; hit rate 0.044% among 360,000; in the data active means survival enhancement above about 18%;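 further: cells exposed to compounds for 16 hours before the ATP read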
* hit, by the source's call; ? = inconclusive; . = no result given. The list is partial; count on the stated rates, not on these rows.

SMILES	Peg3 prom inh	TRPM1 prom inh	H9c2 protect	Shn3 inh set2	HIF-2a block	NR2E3 ag-1	NR2E3 ag-2	m5-HT2A agonist	PDI inh	CaV13 FRET inh	hiPSC survival
CC1(C)N(O)C2CCCCC2N1O (stereo not drawn)	6	7	13	-7	18	-16	0	3	-2	-2	-1.5
O=C(c1ccc(F)cc1)C(Cc1ccccc1)N1CCCCC1 (stereo not drawn)	-26	-9	-8	-31	-30	-2	4	3	-8	8	0.7
CCCOc1ccccc1C1SCC(=O)Nc2c1c(=O)[nH]n2C(C)CCC (stereo not drawn)	13	7	-9	5	18	-6	2	4	9	.	-2.7
C=C[C@@H]1C[C@@]1(C)[C@@H](NP(=O)(c1ccccc1)c1ccccc1)c1ccccc1	29	1	8	28	15	-7	2	2	7	-3	-4.0
Cc1ccccc1N1C(=O)NC(=O)/C(=C\c2cnn(-c3ccccc3)c2)C1=O	35	30	11	73	36	-34	2	8	2	-14	-1.6
CCCN(CCC)[C@@H]1CCc2cccc(O)c2C1	-4	-3	-8	3	-4	-11	1	58*	4	-6	0.1
COc1cc2c(cc1OC)-c1c(OC)c(OC)cc3c1C(C2)N(C)CC3 (stereo not drawn)	11	-1	-4	-6	27	-20	2	2	.	.	-0.1
CCOC(=O)[C@]12Cc3cc(OC)ccc3[C@H]1N(C)C(=O)c1ccccc12	.	.	.	.	9	-13	.	-6	.	-10	-0.4
O=C(Cc1ccccc1)OCCN1CCCCC1	5	1	7	-4	14	4	-2	5	2	0	3.1
Fc1cccc(CN2CCN(c3ccc(Cl)cc3)CC2)c1	0	-10	-3	0	-21	3	1	1	-3	-5	0.2
CNC(=O)Nc1ccc(C(O)(C(=O)OC)C(F)(F)F)cc1 (stereo not drawn)	0	-1	-2	-2	20	-16	0	3	1	0	-0.2
CC1(c2ccccc2)NCCN2C(=O)CSC21 (stereo not drawn)	4	4	1	4	16	1	2	-1	7	-4	3.5
C=CCn1c(O)c(C(C)=Nc2ccc(NC(C)=O)cc2)c(=O)[nH]c1=O	7	14	7	-6	22	-15	1	1	-3	-7	6.8
N#CC(C#N)=C(N)c1cccnc1	22	-7	2	-19	5	-11	2	6	0	-5	-0.7
O=C(c1ccccc1)C(Cc1ccccc1)N1CCOCC1 (stereo not drawn)	1	-1	-5	-11	6	10	.	1	13	-6	-0.5
C=CCN1CCc2cccc3c2[C@H]1Cc1ccc(O)c(O)c1-3	4	-1	45	17	16	8	3	55*	5	-3	-0.2
CC(=NCCO)c1c(O)n(C2CCCCC2)c(=O)[nH]c1=O	14	4	12	20	12	-2	0	4	-3	.	5.9
CN1CCN(c2ccc(S(=O)(=O)C(F)(F)F)cc2[N+](=O)[O-])CC1	-13	-4	5	1	-5	-7	-3	-1	-20	-2	-0.1
COC(=O)C1=C(c2ccc(OCc3ccccc3)cc2)C[C@@H]2CC[C@H]1N2C(=O)NCc1ccccc1C(F)(F)F	21	.	-21	51	1	8	.	1	2	-6	0.9
COC(=O)C1=C(C(=O)OC)C2OC1c1cc3ccccc3cc12	95*	112*	-20	95*	86*	30	.	-9	11	-6	-3.6
C=CC12CN(C)C3C4COC(CC41)C1(C(=O)Nc4ccccc41)C32 (stereo not drawn)	20	.	2	13	11	15	.	-5	.	.	1.8
O=c1c(/C=N/N2CCOCC2)c(O)n(-c2ccccc2)c(=S)n1-c1ccccc1	-18	6	6	-1	7	-47	0	-5	9	-14	3.5
C[C@]12CC[C@H](O)C[C@H]1CC[C@@H]1[C@@H]2CC[C@]2(C)C(=O)CC[C@@H]12	-4	-19	-1	-9	-3	-32	.	-1	.	.	3.3
COC(=O)C1=C(c2cccc(OC)c2OC)C[C@@H]2CC[C@H]1N2C(=O)N1CCCCC1	2	6	5	-1	-7	5	5	0	0	-6	-4.0
Fc1ccc(C(OCCN2CCCC2)c2ccc(F)cc2)cc1	-8	-13	6	5	18	-9	-4	-6	-5	-2	-0.8
CC1C(=O)CC2(C(C)C)CC12 (stereo not drawn)	-5	.	1	9	13	-2	.	-3	.	.	3.4
O=C(CNC(=O)c1ccccc1)Nc1ccc(Br)cc1C(=O)c1ccccc1	9	17	-14	17	18	12	3	6	0	-5	-1.8
CC(=O)OC1N=C(c2ccccc2)c2cc(Br)ccc2N(C)C1=O (stereo not drawn)	-1	-9	8	-12	12	-34	1	-1	3	.	-3.4
Cc1nn(Cc2ccccc2)c(Cl)c1C(=O)O	12	-3	8	7	14	3	1	0	0	-5	-0.2
O=C1NC(=O)N(c2ccc3c(c2)OCO3)C(=O)/C1=C/c1ccc(N2CCCC2)o1	6	-3	3	-26	-4	-10	0	5	-25	-7	0.3

Already shown: 2 of the compounds above.
SMILES	Peg3 prom inh	TRPM1 prom inh	H9c2 protect	Shn3 inh set2	HIF-2a block	NR2E3 ag-1	NR2E3 ag-2	m5-HT2A agonist	PDI inh	CaV13 FRET inh	hiPSC survival
Cc1nn(Cc2ccccc2)c(Cl)c1C(=O)O	12	-3	8	7	14	3	1	0	0	-5	-0.2
O=C1NC(=O)N(c2ccc3c(c2)OCO3)C(=O)/C1=C/c1ccc(N2CCCC2)o1	6	-3	3	-26	-4	-10	0	5	-25	-7	0.3

New compounds follow.
SMILES	Peg3 prom inh	TRPM1 prom inh	H9c2 protect	Shn3 inh set2	HIF-2a block	NR2E3 ag-1	NR2E3 ag-2	m5-HT2A agonist	PDI inh	CaV13 FRET inh	hiPSC survival
O=c1c(C=NCc2cccs2)c(O)n(C2CCCCC2)c(=O)n1C1CCCCC1	22	0	-22	9	22	-6	0	-1	7	.	0.1
C=CP(=O)(O)c1ccccc1	-1	8	8	4	0	-2	2	5	6	.	-0.6
CCN1CCN(c2ncnc3ccc(Br)cc23)CC1	13	-6	-10	-13	28	-33	0	0	0	-4	0.8
NP(=O)(OCC(F)(F)F)Oc1ccc(Cl)cc1 (stereo not drawn)	21	5	4	11	10	-2	-1	4	12	-5	1.0
ClCCN1CCSCC1	-13	3	1	-2	-12	-19	.	4	24	-8	0.4
CCOC(=O)C1(c2ccccc2)CCN(CCC(C#N)(c2ccccc2)c2ccccc2)CC1	0	6	-21	33	-1	19	5	-5	6	-5	4.5
COc1ccc(OC)c(CC(=O)N(C)C2CCCN(Cc3ccccc3F)C2)c1 (stereo not drawn)	6	12	-4	5	10	2	-1	-2	-1	-5	-0.3
O=c1[nH]c(=O)n(Cc2ccc(F)cc2)c(O)c1C=NCc1cccnc1	6	13	16	-15	7	-4	-3	1	10	-9	-0.3
CC12CCC(=O)C=C1C=CC1C2CCC2(C)C(O)CCC12 (stereo not drawn)	33	7	-2	2	11	3	.	3	12	-2	-2.8
Cc1cccc(N2C(=O)NC(=O)/C(=C\C=C\c3ccco3)C2=O)c1	45	98*	11	98*	39	-22	2	-2	-2	-6	0.4
COC(=O)C1=C(c2ccc(-c3ccccc3)c(F)c2)C[C@@H]2CC[C@H]1N2C(=O)NCCCOC(C)C	6	3	-3	26	20	18	1	-6	-56	-10	-1.7
Cc1ccc(OCCOc2cccc(C=C3C(=O)NC(=O)NC3=O)c2)c(C)c1	-58	-6	-8	8	55*	-217	5	1	0	-20	-0.6
COc1ccc(-c2ccc3c(c2)CNCc2cnnn2-3)cc1	-241	.	4	-60	-218	-45	.	-4	.	-7	3.3
Cn1c(O)c(C(=O)c2ccccc2Cl)c(=O)n(C)c1=O	-1	-1	-4	-11	11	-7	2	0	-3	-4	1.9
c1ccc(C2c3ccccc3-n3nncc3CN2CC2CCCCC2)cc1 (stereo not drawn)	28	-1	-16	6	2	-33	.	-1	-7	-4	-2.5
O=c1[nH]c(CN2CC=C(c3ccccc3)CC2)nc2cc(C(F)(F)F)ccc12	-21	-4	1	16	10	-26	-2	2	14	.	-0.7
NC(Cc1ccccc1)Cc1ccccc1	12	5	0	-44	16	13	5	0	-1	-7	1.2
Cc1c(C)c2ccc(OCC(=O)N3C[C@H]4C[C@@H](C3)c3cccc(=O)n3C4)c(C)c2oc1=O	-2	-1	3	-5	-5	-5	1	2	.	.	0.5
O=P(C(=Nc1ccc(Cl)cc1)N1CCOCC1)(N1CCOCC1)N1CCOCC1	2	10	7	-6	8	-12	4	-2	-4	-4	-1.4
O=C(c1ccc(Cl)cc1)C1CCCN(Cc2cccc3ncccc23)C1 (stereo not drawn)	2	16	-18	86*	11	41	-2	-12	-11	-2	1.2
Cc1cc([N+](=O)[O-])c(Cl)cc1NC(=O)C(C)C	-9	3	2	3	4	-5	1	1	9	-4	-1.9
CC1CCCCN1C(=O)c1ccc(N2CC3CC(C2)c2cccc(=O)n2C3)c([N+](=O)[O-])c1 (stereo not drawn)	11	6	11	-32	3	2	1	-2	-9	-2	-0.9
FC(F)(F)c1ccccc1CN1CCN(Cc2ccccc2)CC1	9	-2	-6	10	3	-18	2	-8	-4	-10	0.3
Cc1cccc(N2C(=O)NC(=O)/C(=C\c3cccn3-c3ccc(Cl)cc3)C2=O)c1	104*	?	3	40	14	-8	3	-3	2	-5	5.8
NS(=O)(=O)c1nc[nH]c1[N+](=O)[O-]	2	3	-1	-13	4	-5	.	-2	2	-3	-0.5
CC(C)NC(C)C(=O)C12CC3CC(CC(C3)C1)C2 (stereo not drawn)	6	-7	-4	-3	16	0	-3	4	9	-4	2.9
C=CCC1(CCCCC)C(=O)NC(=S)NC1=O	5	-17	-3	-4	6	17	.	-1	1	-3	0.4
CCN1C[C@@]2(COC)C3[C@@H](OC)[C@H]4[C@@H]1[C@@]3(C1C[C@H]3[C@H](OC(=O)c5ccccc5)C1[C@]4(OC(C)=O)C[C@H]3OC)[C@@H](OC)C[C@H]2O (stereo partly drawn)	-14	.	2	-10	20	0	3	2	.	.	0.5
O=C(Nc1ccc(Cl)cc1)O/N=C(\c1ccccc1)c1ccccn1	-99	-33	2	-19	-142	-31	1	1	7	.	-0.4
O=C(NCC1=C(c2ccc3ccccc3c2)C[C@@H]2CC[C@H]1N2Cc1ccco1)c1cccs1	-19	.	9	4	7	-12	.	-3	7	-3	-1.4
O=C(Nc1cccc2ccccc12)c1nn(C23CC4CC(CC(C4)C2)C3)cc1Br	4	-31	-24	35	0	-19	4	0	-16	-6	3.1
